beta cell repl – inducers of MIN6 beta-cell proliferation, primary screen, ATP luminescence, uHTS. MIN6 cells proliferation, ATPlite luminescence, 48 h; cells starved in 0.2% serum; 100% = growth in 10% serum. hit rate 0.29% among 330,000. AID 2380, 2010. proliferation, % at 10 µM;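 active means compounds whose signal lies at least 3.5 SD above the mean of all wells on their plate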;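 further: 0% = DMSO-treated cells in low-serum medium and 100% = 10% serum control; some compounds called inactive have numbers as strong as hits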
SENP1 FRET inh – human SENP1 catalytic domain inhibitors, primary screen, biochemical, FRET, uHTS; recombinant SENP1 catalytic domain, CyPet-SUMO1-YPet FRET cleavage; inhibition, % at 10 µM; hit rate 0.21% among 360,000; AID 624204, 2012;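 active means inhibition at least 30% at 10 µM, raw YFP signal under a set limit, fluorescence ratio 0.5 to 1.5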;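 further: 0% = enzyme with DMSO and 100% = no enzyme wells; some results filed as inactive read as strong as hits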
Target sequence (Q9P0U3 419-644 limits assumed): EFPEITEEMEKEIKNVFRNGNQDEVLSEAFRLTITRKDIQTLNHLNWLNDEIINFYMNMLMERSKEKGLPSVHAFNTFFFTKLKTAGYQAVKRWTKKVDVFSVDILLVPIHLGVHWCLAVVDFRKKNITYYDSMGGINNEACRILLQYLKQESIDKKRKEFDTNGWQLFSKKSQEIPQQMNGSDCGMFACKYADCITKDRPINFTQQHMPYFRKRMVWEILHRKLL
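Test system: hSENP1 catalytic domain, recombinant; Amount: 20 pM final SENP1 enzyme; Medium: Tris pH 8 buffer plus EDTA, NaCl, BME, BSA, NP40, catalase; Schedule: 50 min enzyme reaction, room temperature, light-protected; Technique: FRET fluorescence in CFP and YFP emission channels; Controls: no-enzyme wells low, DMSO-plus-enzyme wells high control.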
SENP6 inh – SENP6 protease inhibitors, primary screen, biochemical, luminescence, uHTS; Sentrin-specific protease 6 (Homo sapiens), Q9GZR1; AID 2599, 2010; hit rate 1.8% among 330,000; Recombinant SENP6 catalytic domain, aminoluciferin luminescence; inhibition, % at 10 µM;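 active means inhibition above about 50% at the single tested dose, limit read from the data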;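 further: plate controls were DMSO wells with enzyme for no effect and DMSO wells lacking enzyme for full effect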
Target sequence (Q9GZR1 628-1112 limits assumed): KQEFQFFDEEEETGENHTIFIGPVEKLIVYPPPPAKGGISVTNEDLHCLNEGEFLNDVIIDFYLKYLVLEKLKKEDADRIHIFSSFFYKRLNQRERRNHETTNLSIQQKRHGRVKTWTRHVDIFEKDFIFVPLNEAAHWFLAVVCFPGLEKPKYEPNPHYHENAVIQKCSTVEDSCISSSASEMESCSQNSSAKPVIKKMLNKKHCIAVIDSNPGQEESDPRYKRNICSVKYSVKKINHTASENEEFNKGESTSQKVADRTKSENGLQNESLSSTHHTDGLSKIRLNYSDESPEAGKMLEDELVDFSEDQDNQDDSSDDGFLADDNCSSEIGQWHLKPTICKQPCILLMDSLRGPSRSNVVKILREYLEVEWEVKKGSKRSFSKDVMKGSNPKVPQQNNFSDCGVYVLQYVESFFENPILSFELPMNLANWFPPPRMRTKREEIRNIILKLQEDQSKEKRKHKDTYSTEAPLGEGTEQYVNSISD
SENP8 block-1 – human SENP8 protease inhibitors, primary screen, biochemical, fluorescence, Nedd8 protein substrate, uHTS; Sentrin-specific protease 8 (Homo sapiens), Q96LD8; hit rate 0.64% among 360,000; AID 602440, 2012; inhibition, % at 20 µM; recombinant SENP8; in the data active means inhibition mostly above about 40%, no sharp cut-off; inactive means mostly below about 27%
SENP8 block-2 – SENP8 protease inhibitors, primary screen, biochemical, luminescence. inhibition, % at 10 µM. hit rate 1.2% among 330,000. purified SENP8, Z-RLRGG-aminoluciferin cleavage. AID 2540, 2010; in the data active means inhibition above about 50%
HKDC1 inh – HKDC1 hexokinase inhibitors, primary screen, biochemical, fluorescence, uHTS; Q2TB90; recombinant HKDC1, G6PDH/diaphorase resazurin coupled fluorescence; hit rate 0.16% among 340,000; inhibition, % at 20 µM;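 active means inhibition above about 35% when tested at 20 µM, limit read from the data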;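 further: plate controls were DMSO wells with enzyme for no effect and DMSO wells lacking enzyme for full effect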
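Test system: Recombinant HKDC1 (HK5) hexokinase enzyme, produced in-house | Input: HKDC1 at 5 µg/mL | Buffer or medium: Tris pH 8.0 buffer with MgCl2, Tween-20, BSA, BME | Schedule: 90 min reaction incubation at room temperature, dark | Technique: Resazurin-to-resorufin fluorescence via G6PDH and diaphorase coupling, 525/613 nm | Controls: DMSO wells with and without enzyme mix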
SENP7 inh – SENP7 protease inhibitors, primary screen, biochemical, luminescence, uHTS. Sentrin-specific protease 7 (Homo sapiens), Q9BQF6. recombinant SENP7, Z-RLRGG-aminoluciferin luminescence, 40 min. inhibition, % at 5 µM. hit rate 1.5% among 330,000;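 active means inhibition above about 50% at the single test dose, limit read from the data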;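 further: plate controls were DMSO with enzyme for no effect and no enzyme buffer wells for full effect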
Target sequence (Q9BQF6 706-1050 limits assumed): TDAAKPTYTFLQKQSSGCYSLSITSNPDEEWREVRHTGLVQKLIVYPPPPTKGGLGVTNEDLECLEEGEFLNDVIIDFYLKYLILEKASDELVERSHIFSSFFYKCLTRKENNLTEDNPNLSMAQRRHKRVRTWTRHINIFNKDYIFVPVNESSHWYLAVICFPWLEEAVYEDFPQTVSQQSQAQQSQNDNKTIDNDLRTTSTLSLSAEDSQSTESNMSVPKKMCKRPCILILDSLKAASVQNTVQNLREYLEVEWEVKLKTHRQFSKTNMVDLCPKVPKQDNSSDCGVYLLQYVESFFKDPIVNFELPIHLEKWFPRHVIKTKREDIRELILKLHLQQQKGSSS
PfG6PD inh – PfG6PD enzyme inhibitors, primary screen, biochemical, fluorescence intensity, uHTS; inhibition, % at 20 µM; glucose-6-phosphate dehydrogenase-6-phosphogluconolactonase (Plasmodium falciparum 3D7); PfGluPho enzyme, NADPH resazurin-diaphorase fluorescence; hit rate 0.78% among 350,000;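 active means inhibition reaching at least a set limit at 20 µM in the primary screen, cut at about 59% in these data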;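 further: 0% = DMSO wells with substrate and 100% = DMSO wells lacking glucose-6-phosphate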
UBC13 inh – UBC13 polyubiquitin chain formation inhibitors, primary screen, biochemical, TR-FRET, uHTS; Ubiquitin-conjugating enzyme E2 N (Homo sapiens), P61088; hit rate 0.47% among 330,000; inhibition, % at 20 µM; in the data active means inhibition above about 45%, passing the limit was not always enough
Active calls of the source: *; i = inactive; nt = not tested or not shown; & = joins results of further samples.

SMILES	beta cell repl	SENP1 FRET inh	SENP6 inh	SENP8 block-1	SENP8 block-2	HKDC1 inh	SENP7 inh	PfG6PD inh	UBC13 inh
CC(C)Oc1ccc(CCC(=O)NNC(=S)NCc2ccccc2)cc1	-5	2	-32	26	-4	-6	-8	-14	-9
CCN1CCN(c2ccc(S(=O)(=O)N3CCOCC3)cc2NC(=O)CCSC)CC1	-1	-1	-3	8	5	-4	6	-5	24
Oc1c(C=C2N=c3ccccc3=N2)sc(=S)n1-c1ccc(F)cc1	0&-3	7&22	-1&4	-29&-59	-1&0	-3&3	2&10	10&20	-26&-24
COc1cc(NC(=O)c2ccc(Br)o2)ccc1NC(=O)C(C)C	3	2	-10	14	0	5	11	-12	5
CCOC(=O)/C(C#N)=C/c1cn(CCOc2ccccc2)c2ccccc12	-3	-78	-13	-16	6	-3	0	23	7
CCN(CCn1cccn1)C(=O)CC1C(=O)NCCN1Cc1cccc(OC)c1OC (stereo not given)	-2	1	-22	1	-7	14	-7	-17	-8
Cc1ccccc1NC(=O)NC1(C(=O)NCCCN2CCOCC2)CCCCC1	5	0	4	-20	4	-5	4	-4	7
O=C(C1CCCN(S(=O)(=O)c2ccccc2)C1)N1CCN(c2ccccc2)CC1 (stereo not given)	-4	1	-2	13	-11	-4	-9	-9	-3
COc1ccc(CCN2C(=O)c3cccc4cccc(c34)C2=O)cc1OC	4	-3	-4	4	-4	-9	7	6	8
CC(C)C(=O)N1CCN(c2ccc(NC(=O)c3ccc([N+](=O)[O-])o3)cc2)CC1	-1	3	23	35	1	2	13	32	-13
COC(=O)c1ccc(C2C(C(=O)c3ccc(C)o3)=C(O)C(=O)N2c2cc(C)on2)cc1 (stereo not given)	-3	-7	-9	-54	0	7	-1	-8	-13
COc1c2occc2c(OC)c2c(=O)cc(C(F)(F)F)oc12	-2	1	1	15	-2	-3	-3	-1	-3

3 compounds from above, sorted by the value under HKDC1 inh, largest number first.
| compound | SENP1 FRET inh | SENP6 inh | SENP8 block-2 | HKDC1 inh | SENP7 inh | PfG6PD inh | UBC13 inh |
| --- | --- | --- | --- | --- | --- | --- | --- |
| COC(=O)c1ccc(C2C(C(=O)c3ccc(C)o3)=C(O)C(=O)N2c2cc(C)on2)cc1 (stereo not given) | -7 | -9 | 0 | 7 | -1 | -8 | -13 |
| O=C(C1CCCN(S(=O)(=O)c2ccccc2)C1)N1CCN(c2ccccc2)CC1 (stereo not given) | 1 | -2 | -11 | -4 | -9 | -9 | -3 |
| Cc1ccccc1NC(=O)NC1(C(=O)NCCCN2CCOCC2)CCCCC1 | 0 | 4 | 4 | -5 | 4 | -4 | 7 |

Next structures follow:
SMILES	beta cell repl	SENP1 FRET inh	SENP6 inh	SENP8 block-1	SENP8 block-2	HKDC1 inh	SENP7 inh	PfG6PD inh	UBC13 inh
CC(C)(C)C(=O)NN=C1CCC(c2ccccc2)CC1 (stereo not given)	-2	4	-7	3	5	1	-5	-15	-11
CN(C(=O)COC(=O)CN1C(=O)C2CC=CCC2C1=O)c1ccccc1 (stereo not given)	-3	3	-10	8	-1	-12	-3	-10	-2
COc1ccc(Cn2nnc3c(=O)[nH]c(C(=O)NCCc4ccc(F)cc4)nc32)cc1OC	0	2	-3	8	4	-1	9	-3	2
CCN(CC)C(=O)[C@H]1C[C@H](CC(=O)NCCCn2ccnc2)C(=O)N2CCc3c([nH]c4cc(-c5ccco5)ccc34)[C@]12C	nt	-2	nt	-239	nt	-1	-5	3	nt
O=c1c(-c2ccc(O)cc2)coc2cc(O)ccc12	-7	0	6	-271	5	-6	5	-2	1
O=C(O)c1ccccc1C(=O)N1CCN(c2ncccn2)CC1	nt	1	nt	5	nt	2	nt	-17	nt
Cc1ccc(-n2c(SCC(=O)Nc3cc(C)on3)nc3ccccc3c2=O)cc1	-1	1	-8	9	1	-6	7	4	32
Cc1ccccc1-c1nc(SCc2cccnc2)c2c(=O)n(C)c(=O)n(C)c2n1	-3	0	-8	12	0	5	-6	-3	4
CCC(C)NC(=O)N[C@@H](CCSC)C(=O)OC (stereo not given in full)	-2	0	-11	11	-3	-4	-10	2	10
Cc1cc(-c2ccccc2)nc(Oc2ccc(C(C)(C)C)cc2)c1S(C)(=O)=O	-4	-2	-6	4	-4	0	3	29	12
COc1ccc(N2CCN(CCNC(=O)Nc3ccc(Cl)cc3)CC2)cc1	-1	-1	9	7	1	-2	7	7	10
O=C(OCc1ccc(F)cc1)c1cc2ccccc2cc1O	-4	1	-9	-14	-16	0	9	11	-10
COc1ccc(N2CCN(CCCn3c(=S)[nH]c4ncccc4c3=O)CC2)cc1	-3	-1	-3	9	-4	-5	-3	22	-6
CC(C)OC(=O)c1ccccc1C(=O)c1ccc(N)c([N+](=O)[O-])c1	-3	-1	-1	11	-4	-5	1	22	5
COc1ccc(C(C)=O)cc1COC(=O)c1ccc2ccccc2n1	-2	-1	19	22	-3	-8	-2	3	8
O=C(NCc1ccccc1Cl)C1CCN(S(=O)(=O)c2cccc3nonc23)CC1	0	3	-13	10	-3	3	0	-17	0
C[C@H](NC(=O)c1ccco1)C(=O)NCc1cccs1	-4	-1	-8	8	-10	-5	-11	5	-4
O=C(OCC(=O)N1CCN(C(=O)COC(=O)c2ccc(O)cc2O)CC1)c1ccc(O)cc1O	-2	2	-3	11	7	-4	0	13	13
O=C(NNC(=O)c1ccccc1O)c1ccc(Br)cc1	-1	1	-2	2	-20	-6	-12	-32	2
O=C1N[C@H](Cc2ccccc2)COC(=O)[C@H](Cc2ccc(F)cc2)CC/C=C/C[C@@H]1CC(=O)N(CCO)Cc1ccccc1	-6	3	0	9	6	1	0	6	12
CC(=O)N(C(C)=O)c1c(C#N)c(C)n(-c2ccccc2)c1C(=O)c1ccccc1	-2	4	-8	20	-10	-5	-7	9	-12
CCC(C)NC(=O)Nc1ccc(Br)cc1 (stereo not given)	-1	1	-8	14	-10	-11	12	-2	0
O=C(O)CCc1ncc(C(F)(F)F)cc1Cl	-5	1	-23	10	-9	-3	-4	1	-8
O=C(NC1CCCC1)C1CCCN1C(=O)Nc1ccc(Cl)cc1 (stereo not given)	1	-1	23	22	1	-4	13	-3	3
Cc1oc(C(=O)O)cc1COc1ccccc1Cl	-1	3	8	14	-4	0	2	-7	3
COc1ccc(NC(=O)CC2C(=O)N(c3ccc(OC)cc3)C(=O)N2CCc2cccs2)cc1 (stereo not given)	0	5	-21	10	-9	-6	-5	13	-11
N#Cc1c(Sc2ncc(C(F)(F)F)cc2Cl)nsc1C/C=N\OCc1c(F)cccc1Cl	-7	-13	3	28	4	1	4	19	-30
CCOC(=O)CCC(NC(=O)c1ccc(NCN2C(=O)c3ccccc3C2=O)cc1)C(=O)OCC (stereo not given)	-1	1	-11	28	1	-7	3	-2	-8
Cc1cccc(C)c1NC(=O)CSc1nnc(-c2ccccc2)n1Cc1ccc2c(c1)OCO2	-4	0	-8	12	-10	2	-4	10	-8
COc1ccc(CCN2CN(S(=O)(=O)c3ccccc3)c3nc4ccccc4nc32)cc1OC	0	-3	13	-10	1	-1	6	18	1
O=C(Sc1ccc(Cl)cc1)c1ccccn1	-4	0	-3	18	-3	0	-6	12	7
Cc1cc(N2C(=O)C3C4CCC(C4)C3C2=O)no1 (stereo not given)	-1	3	-16	-4	-2	-10	-5	-12	-1
O=C(NCCc1ccc(Cl)cc1)c1ncn[nH]1	0	3	4	11	-1	-4	8	2	1
COC(=O)COc1cccc2c(=O)n(CC(=O)NCc3ccccc3)ccc12	-3	0	-12	-34	3	0	-5	-20	-1
Cc1cccc(NC(=S)NC2CCCC2)n1	0	1	4	10	1	-9	-2	42	12
CCS(=O)(=O)N1Cc2ccccc2CC1C(=O)Nc1nnc(SCc2ccc(C#N)cc2)s1 (stereo not given)	0	-2	14	-19	3	-2	0	-16	-10
C=CCN1C(=O)NC2(CCCCC2)C1=O	0	4	-10	17	1	0	7	-9	0
COc1ccc(N2C(=O)CN=C2Nc2nc(C)cc(C)n2)cc1	-1	3	-10	22	2	2	6	-2	-3
Cc1ccccc1Nc1c(-c2ccc(N3CCOCC3)cc2)nc2cnccn12	-5	-33	-11	i	-2	0	8	12	0
NS(=O)(=O)c1ccc(NC(=O)CSC2CCCCC2)cc1	-1	2	5	-3	3	-2	3	5	4
CCCCCOC(=O)C1[C@H]2C(=O)N(Cc3cccs3)C[C@]23C=C[C@H]1O3 (stereo not given in full)	-2	-1	-2	9	-4	-6	-7	-12	-7
CCOC(=O)CC1CCCCN1Cc1cn[nH]c1-c1ccc(F)cc1F (stereo not given)	2	1	-2	9	0	2	7	-2	6
CCOC(=O)CC1C(=O)NCCN1C(=O)c1c(F)cccc1F (stereo not given)	-2	2	-13	34	-1	-9	9	-12	5
CO/N=C/C(C#N)=C/c1cc(C(=O)c2ccccc2)cn1C	2	-1	-12	-28	-9	-9	1	16	-6
COc1cccc(-n2c(-c3ccccc3)c[nH]c2=S)c1	-2	1	-19	14	2	3	4	49	-5
COc1ccc(C(=O)Nc2ccc(Nc3ccccc3)cc2)cc1[N+](=O)[O-]	-4	1	3	18	-1	-1	1	16	3
CS(=O)(=O)N1CCC(C(=O)Nc2ccc(OCc3ccccc3)cc2)CC1	-3	1	-16	13	-7	13	-3	2	-2
Cc1cc(C)c(-c2c(N)cc(Br)cc2Br)c(N)c1	nt	0	nt	17	nt	13	nt	-10	nt
Cc1ccccc1CNC(=O)CCNS(=O)(=O)c1ccc(OC(F)(F)F)cc1	-3	-1	-6	2	0	-5	-2	1	-3
Cc1ccsc1/C=N/NC(=O)CNC(=O)c1ccc(S(=O)(=O)N2CCOCC2)cc1	-1	2	-2	3	-6	12	-10	5	-15
O=C(NCCCn1ccnc1)c1ccc2ccccc2c1	-2	1	2	1	-9	-6	-7	11	9
CN1CC=C2C(C#N)=C(N)C(C#N)(C#N)[C@H](c3cccs3)[C@H]2C1	nt	-25	nt	-253	nt	0	nt	2	nt
Cc1c(C(=O)NCCCN2CCOCC2)sc2nc(-c3ccccc3)cn12	-5	nt	-12	nt	-9	nt	-13	nt	-3
Cc1nnc(SCC(=O)c2cc(C)n(-c3ccc4c(c3)OCO4)c2C)s1	-2	-2	-15	9	0	5	2	98*	-1
S=c1[nH]nc(-c2cccnc2)n1/N=C/c1ccc(Br)s1	2	2	6	24	1	3	9	15	5
CCOC(=O)C1CCCN(C(=O)c2ccccc2NS(=O)(=O)c2ccc(F)cc2)C1 (stereo not given)	1	2	8	2	5	-7	-4	-18	-3
Cn1c(=O)c2c(nc(Br)n2CCCc2ccccc2)n(C)c1=O	0	-1	-22	8	-1	-6	0	12	5

Records listed above shown as hits in PfG6PD inh.
SMILES	SENP1 FRET inh	SENP6 inh	SENP8 block-2	HKDC1 inh	SENP7 inh	PfG6PD inh	UBC13 inh
Cc1nnc(SCC(=O)c2cc(C)n(-c3ccc4c(c3)OCO4)c2C)s1	-2	-15	0	5	2	98*	-1

Assay outcomes (PubChem BioAssay)
